Rac1 act GTP bind = modulators of GTP binding to human Rac1 activated mutant. actives 0.11% (n = 190,000). P63000. AID 764. GST-Rac1 activated beads, fluorescent GTP binding, flow cytometry; actives lie on both sides; 100% means binding = to untreated wells. percent activity (GTP binding), % at 10 µM;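 active = GTP binding at least 20 percentage points away from the 100% baseline, in either direction, so actives lie on both sides; inconclusive = Compound likely fluorescent itself, or too few beads counted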
ABCG2 block = blocks JC-1 efflux by human ABCG2 transporter | Q9UNQ0 | IgMXP3 cells, flow cytometry | inhibition, % at 6.6 µM | actives 0.1% (n = 190,000) | AID 1325;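 active = inhibition above 80%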;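 also: 0% = DMSO and 100% = nicardipine control wells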
Target sequence (Q9UNQ0 whole entry, looked up): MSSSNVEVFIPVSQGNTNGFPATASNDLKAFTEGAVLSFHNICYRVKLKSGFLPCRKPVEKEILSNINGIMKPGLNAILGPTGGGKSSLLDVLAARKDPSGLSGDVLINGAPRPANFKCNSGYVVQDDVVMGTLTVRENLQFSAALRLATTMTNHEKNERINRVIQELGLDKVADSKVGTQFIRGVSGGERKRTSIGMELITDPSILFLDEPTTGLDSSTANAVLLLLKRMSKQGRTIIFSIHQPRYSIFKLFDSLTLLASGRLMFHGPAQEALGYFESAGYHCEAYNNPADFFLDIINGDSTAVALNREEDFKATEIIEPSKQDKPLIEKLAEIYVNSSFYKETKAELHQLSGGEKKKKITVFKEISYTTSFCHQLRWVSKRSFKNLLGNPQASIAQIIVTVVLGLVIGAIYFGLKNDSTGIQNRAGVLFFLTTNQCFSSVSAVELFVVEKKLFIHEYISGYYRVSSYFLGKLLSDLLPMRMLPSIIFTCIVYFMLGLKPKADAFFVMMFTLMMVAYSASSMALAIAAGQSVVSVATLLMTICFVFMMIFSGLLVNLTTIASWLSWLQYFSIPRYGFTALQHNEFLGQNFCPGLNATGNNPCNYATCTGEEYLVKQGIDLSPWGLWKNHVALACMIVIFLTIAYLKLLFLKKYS
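Test system: ABCG2 IgMXP3 and barcoded ABCB1 CCRF-Adr cell mix; Schedule: cells with compound and JC-1, 10 min at 25 °C, rotating, no wash; Technique: flow cytometry of retained JC-1 fluorescence; Measure: % inhibition of efflux relative to nicardipine and DMSO; Controls: nicardipine high and DMSO low controls.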
GSH bead fluor = compound fluoresces at 488/530 nm on GSH beads; GSH beads flow cytometry, compound fluorescence 488/530 nm; stronger effect = higher value; fluorescence (KMESF) at 10 µM; actives 0.25% (n = 190,000); in the data active = fluorescence above about 89;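 also: glutathione beads carrying GST-tagged Bcl family fusion proteins plus one bare bead set; values are compound well signal with DMSO vehicle wells as background; inactives centre near 16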
Rac1 wt GTP bind = modulators of human Rac1 wildtype GTP binding | P63000 | GST-Rac1 beads, fluorescent GTP binding, flow cytometry; actives lie on both sides; 0 = cold GTP competed, 100 = untreated | GTP binding activity (% of control), % at 10 µM | actives 0.27% (n = 190,000) | AID 757;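 active = GTP binding activity at least 20 points away from the 100% control level, either lower or higher; inconclusive = compound flagged as likely green fluorescent, judged across all proteins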
Rab7 wt modul = alters GTP binding to wildtype dog Rab7. GST-Rab7 beads, fluorescent GTP binding, flow cytometry; actives lie on both sides; untreated = 100%, excess cold GTP = 0%. GTP binding activity (percent of control), % at 10 µM. actives 0.055% (n = 190,000);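 active = fluorescent GTP binding to Rab7 beads changed by at least 20 points from the 100% baseline, either direction, mostly lower; inconclusive = compound itself probably fluorescent, or too few beads counted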;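 also: median green fluorescence of bound Bodipy-FL-GTP per Rab7 bead population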
Cdc42 wt = modulators (inhibitors or activators) of GTP binding to human Cdc42 wildtype. actives 0.2% (n = 190,000). GST-Cdc42 beads, Bodipy-GTP binding, flow cytometry; actives lie on both sides. percent activity (GTP binding), % at 10 µM. P60953;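 active = percent activity GTP binding at least 20 points away from the 100% baseline, either down as inhibitor or up as activator; inconclusive = compound flagged as likely green fluorescent from well-wide comparison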;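 also: median bead fluorescence of bound Bodipy-FL-GTP at 100 nM; 0% = excess unlabeled GTP control and 100% = no compound control; below 100% means less GTP binding so inhibitor and above means activator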
Target sequence (P60953 whole entry, looked up): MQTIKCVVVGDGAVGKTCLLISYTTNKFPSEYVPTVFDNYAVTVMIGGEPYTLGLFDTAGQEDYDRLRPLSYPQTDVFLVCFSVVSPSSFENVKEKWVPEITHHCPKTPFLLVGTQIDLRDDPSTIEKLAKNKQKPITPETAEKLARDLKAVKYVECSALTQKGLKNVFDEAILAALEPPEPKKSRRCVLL
ABCB1 block = inhibitors of human ABCB1 transporter, ABCG2 counter-screen | inhibition, % at 6.6 µM | actives 0.067% (n = 190,000) | CCRF-Adr cells, JC-1 efflux, flow cytometry | P08183 | AID 1326; in the data active = inhibition above about 40%;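 also: 0% = vehicle and 100% = reference inhibitor; higher value means more JC-1 retained so stronger ABCB1 efflux block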
Pf gametocyte = kills late stage P. falciparum gametocytes; P. falciparum stage V gametocytes, ATP luminescence, 24 h; inhibition, % at 10.9 µM; actives 0.065% (n = 150,000);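 active = inhibition above the mean plus 3 SD of compounds within the control limits, set per campaign, cut at about 38% in these data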;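 also: 0% = DMSO wells and 100% = medium only without gametocytes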
HRas wt GTP = changes GTP binding to wildtype human HRas. AID 759. GTP binding activity, % at 10 µM. actives 0.14% (n = 190,000). GST-Ras wt beads, Bodipy-FL-GTP binding, flow cytometry; actives lie on both sides. P01112;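 active = GTP binding activity at least 20% away from the 100% baseline, either lowered as inhibitor or raised as activator; inconclusive = flagged as likely green fluorescent, judged across all proteins in the well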;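 also: 0% = unlabeled GTP competition control and 100% = no-compound control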
Target sequence (P01112 whole entry, looked up): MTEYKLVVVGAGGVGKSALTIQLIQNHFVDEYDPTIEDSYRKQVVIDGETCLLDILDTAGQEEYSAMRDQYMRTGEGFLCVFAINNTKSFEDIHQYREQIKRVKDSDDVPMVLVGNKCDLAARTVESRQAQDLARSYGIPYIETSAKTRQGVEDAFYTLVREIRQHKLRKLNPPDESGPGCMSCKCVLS
Avidin fluor = avidin bead compound fluorescence profile; Avidin beads, compound fluorescence 488/530 nm, flow cytometry; stronger effect = higher value; fluorescence (KMESF) at 10 µM; actives 0.38% (n = 220,000); AID 1775; in the data active = fluorescence above about 47; also: inactives centre near 10
Rab2A wt mod = changes GTP binding to wildtype dog Rab2A, up or down; P61105; GST-Rab2 wt beads, Bodipy-GTP binding, flow cytometry; GTP binding activity, % at 10 µM; actives 0.19% (n = 190,000); AID 760;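 active = GTP binding activity at least 20 points away from 100%, either lowered or raised; inconclusive = signal likely due to the compound's own green fluorescence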;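 also: 0% = beads with excess unlabeled GTP and 100% = no-compound control corrected for plate trend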
Active calls of the source: *; ? = inconclusive; nt = no result given.

SMILES	Rac1 act GTP bind	ABCG2 block	GSH bead fluor	Rac1 wt GTP bind	Rab7 wt modul	Cdc42 wt	ABCB1 block	Pf gametocyte	HRas wt GTP	Avidin fluor	Rab2A wt mod
COCCn1nnnc1C(c1cccs1)N1CCN(c2ccccc2)CC1 (stereo not given)	99.0	2.7	8	101.0	106.0	102.0	0.8	-17.0	104.0	12	102.0
CCCc1nc2oc3c(OC)ncnc3c2c2c1COC(C)(C)C2	100.0	5.5	10	104.0	98.0	100.0	0.6	nt	99.0	9	101.0
CCCCOc1ccc(C(=O)NCc2ccncc2)cc1	98.0	1.7	17	99.0	101.0	103.0	0.2	nt	102.0	11	102.0
Cc1ccn2cc(CCNC(=O)CC(C)(C)C)nc2c1	101.0	5.6	23	109.0	96.0	105.0	0.2	nt	99.0	35	100.0
CC(C)(C)NC(=O)C(c1ccncc1)N(CC1CCCO1)C(=O)Cn1nnc(-c2ccc(F)cc2)n1 (stereo not given)	93.0	-0.7	25	93.0	98.0	96.0	-0.2	8.2	94.0	5	98.0
CC(=O)OC(C(=O)NCS(=O)(=O)c1ccc(C)cc1)c1cccnc1 (stereo not given)	96.0	0.8	10	97.0	93.0	97.0	0.3	1.2	98.0	15	95.0
CCOc1ccc(N2C(=O)CS/C2=C(\C(Cl)=C(Cl)Cl)[N+](=O)[O-])cc1	94.0	-1.2	50	94.0	94.0	91.0	-0.5	nt	94.0	1	93.0
Cc1cc(C)nc(-n2nc(C)cc2NC(=O)C(C)C)n1	95.0	0.7	14	97.0	102.0	94.0	0.0	10.9	97.0	9	98.0
O=C(NN1C(=O)C2C3C=CC(C3)C2C1=O)c1ccccc1 (stereo not given)	97.0	-0.1	20	99.0	104.0	96.0	0.1	7.5	100.0	8	98.0
Cc1ccc(SCc2[nH]nc3c2C(c2cccnc2)C(C#N)=C(N)O3)cc1 (stereo not given)	100.0	3.7	51	103.0	102.0	105.0	0.7	6.8	105.0	19	103.0
CCn1c(-c2cccn(Cc3ccccc3)c2=O)n[nH]c1=S	97.0	1.5	24	100.0	95.0	94.0	0.4	nt	94.0	24	94.0
CCc1ccc(NC(=O)CC2C(=O)N(c3cccc(C)c3)C(=O)N2C2CC2)cc1 (stereo not given)	95.0	2.9	14	98.0	105.0	96.0	0.3	nt	96.0	8	97.0
COc1cc(OC)cc(-c2nnc(SCC(=O)Nc3cccc(C(=O)O)c3)s2)c1	94.0	-0.5	8	94.0	106.0	95.0	-0.2	12.5	100.0	21	98.0
NS(=O)(=O)c1ccc(CCNC(=O)NC23CC4CC(CC(C4)C2)C3)cc1	97.0	7.3	14	101.0	94.0	96.0	0.2	-20.8	99.0	10	96.0
COC(=O)c1sccc1NC(=S)Nc1cc(OC)ccc1OC	98.0	7.0	21	101.0	97.0	97.0	0.2	22.4	97.0	5	94.0
Cc1sc2nc(SCc3nnc(-c4cccs4)o3)n(C3CCCC3)c(=O)c2c1C	98.0	0.8	49	103.0	96.0	98.0	0.4	6.0	98.0	7	97.0
O=c1nc(-c2ccccc2)n(-c2ccccc2)[nH]1	93.0	16.4	9	98.0	92.0	95.0	5.0	nt	92.0	3	93.0
COCCNC(=O)CSc1nnc(-c2ccc(C)cc2)c(-c2ccc(C)cc2)n1	92.0	16.6	17	93.0	93.0	98.0	3.5	-14.4	93.0	8	93.0
CSc1cccc(NC(=S)N(CCN(C)C)C(C)c2ccccn2)c1 (stereo not given)	?	-0.8	8	?	?	?	-0.8	1.5	?	24	?
CCn1c(C)cc(C)c(C#N)c1=O	99.0	3.5	10	103.0	108.0	104.0	0.5	2.7	100.0	11	103.0
O=C(NC1CCCC1)C1CCN(C(=O)NCc2ccccc2)CC1	99.0	6.5	22	104.0	98.0	99.0	0.2	6.7	99.0	6	98.0
COc1ccccc1NC(=S)c1ccccc1	100.0	-4.5	13	103.0	102.0	104.0	-0.8	8.2	101.0	10	99.0
O=C(c1cc2ccccc2o1)n1nnc2ccccc21	99.0	0.8	19	100.0	95.0	102.0	0.4	-31.6	99.0	6	99.0
O=C(CN1CCN(S(=O)(=O)c2ccccc2)CC1)Nc1ccc(N2CCOCC2)cc1	102.0	5.9	9	105.0	98.0	105.0	0.7	21.1	101.0	10	103.0
COCCNCc1ccc(Cl)cc1Cl	96.0	0.1	12	97.0	105.0	97.0	0.0	-32.6	97.0	20	99.0
Carrying on:
SMILES	Rac1 act GTP bind	ABCG2 block	GSH bead fluor	Rac1 wt GTP bind	Rab7 wt modul	Cdc42 wt	ABCB1 block	Pf gametocyte	HRas wt GTP	Avidin fluor	Rab2A wt mod
Cc1ccccc1-c1nc(CS(=O)(=O)CC(=O)NCCN2CCOCC2)c(C)o1	99.0	0.1	14	101.0	96.0	104.0	-0.2	nt	98.0	7	98.0
Cc1cc2c(c(=O)o1)C1(C(=O)N(C)c3ccccc31)C(C#N)=C(N)O2 (stereo not given)	103.0	1.0	6	107.0	99.0	105.0	0.2	3.3	103.0	7	102.0
CC(C)OC(=O)CC1C(=O)NCCN1C(=S)NC(=O)c1ccc(F)cc1 (stereo not given)	94.0	1.0	15	102.0	99.0	100.0	0.5	-29.9	98.0	8	96.0
CN(CC(=O)c1c(N)n(C)c(=O)n(C)c1=O)c1ccccc1	97.0	1.2	10	96.0	103.0	96.0	0.5	-3.4	98.0	21	99.0
O=C(c1c(F)cccc1F)N1CCC(n2nnc3cc(C(F)(F)F)ccc32)CC1	99.0	2.5	9	99.0	100.0	104.0	1.3	6.0	103.0	6	104.0
Cc1c(C(=O)O)sc2nc(CSc3nnc(-c4ccc(F)cc4)n3C)[nH]c(=O)c12	93.0	10.0	16	95.0	96.0	97.0	2.3	-8.9	97.0	9	95.0
Cc1nn(C)cc1C1C(C#N)=C(N)N(c2cccnc2)C2=C1C(=O)CCC2 (stereo not given)	100.0	1.0	11	101.0	96.0	99.0	0.2	-45.3	101.0	5	98.0
C=CCOc1ccc(C2N3CC4(C)CN2CC(CCC)(C3)C4=O)cc1 (stereo not given)	95.0	1.4	3	100.0	100.0	101.0	0.8	nt	102.0	16	100.0
COc1cccc(CNC(=O)C23CN(Cc4ccccc4)CC2C(c2ccc([N+](=O)[O-])cc2)=NO3)c1 (stereo not given)	96.0	11.6	25	96.0	99.0	95.0	3.9	nt	95.0	3	96.0
O=c1cc(/C=C/c2cccs2)[nH]c2ccccc12	99.0	14.4	26	101.0	98.0	99.0	0.9	nt	99.0	35	97.0
O=C1CC(c2ccco2)Cc2nc(NCC3CCCO3)ncc21 (stereo not given)	102.0	9.6	18	109.0	108.0	101.0	0.7	12.2	103.0	8	101.0
CCC1=NC(c2ccc(OC)c(OC)c2)N(O)C1(C)C (stereo not given)	98.0	6.0	7	107.0	104.0	103.0	0.4	-6.0	104.0	5	101.0
Cc1ccc(-n2nc(C)c(NC(=O)CCl)c2C)cc1C	97.0	0.1	15	102.0	101.0	100.0	-0.1	nt	100.0	3	100.0
COc1ccccc1CC(=O)NNC(=O)c1cccs1	97.0	0.2	18	98.0	105.0	96.0	0.1	-7.5	99.0	15	100.0
CCC(C)NC(=O)c1ccccc1NC(=O)COc1ccc(OC)cc1 (stereo not given)	99.0	16.6	46	107.0	100.0	101.0	-0.1	nt	104.0	7	98.0
CC(C)OC(=O)CSc1nnc(-c2ccc(O)cc2)n1Cc1ccccc1	97.0	3.1	13	100.0	98.0	101.0	0.9	0.8	100.0	36	99.0
CC(=O)c1cc(NC(=O)c2ccc(C)cc2)c(=O)oc1/C=C/N(C)C	98.0	5.3	18	104.0	106.0	101.0	1.2	nt	103.0	17	102.0
CCCN(CCC)C(=O)Cn1c(=O)n(CCCCCC(=O)Nc2ccccc2)c(=O)c2sccc21	96.0	4.9	10	100.0	96.0	99.0	0.4	nt	97.0	7	97.0
Cc1nc2ccc(NC(=O)N(C)c3ccccc3)cc2s1	99.0	-4.1	17	105.0	102.0	99.0	0.2	18.3	101.0	3	97.0
COc1ccc(/C=N/NC(=O)c2ccn[nH]2)cc1COc1ccc(F)cc1	100.0	1.0	26	102.0	103.0	103.0	0.1	nt	104.0	4	102.0
CN(C)S(=O)(=O)N1CCN(c2ccc([N+](=O)[O-])c(NC3CC3)c2)CC1	95.0	2.2	18	99.0	94.0	95.0	0.6	-17.3	95.0	11	95.0
CCn1c(CNc2nc(-c3ccccc3)cs2)nnc1SCC(=O)NCc1ccccc1	98.0	3.3	22	101.0	97.0	103.0	1.6	nt	99.0	19	97.0
Cc1nc(CNC(=O)c2cc(COc3ccc(F)cc3Cl)on2)cs1	91.0	5.5	14	87.0	103.0	89.0	1.2	nt	93.0	8	90.0
CC(C)Cc1cc(C(=O)O)n[nH]1	100.0	0.4	20	103.0	105.0	102.0	0.1	-0.6	101.0	15	101.0
CCC(C)NC(=S)Nc1ccc(C(=O)OC)cc1 (stereo not given)	96.0	14.8	11	98.0	97.0	96.0	-0.3	-1.8	96.0	11	97.0
O=C(Cc1ccc(S(=O)(=O)N2CCOCC2)s1)Nc1ccc2c(c1)CCC2	99.0	6.2	51	100.0	97.0	100.0	0.6	-5.5	99.0	9	97.0
Cc1cc(O)c(N)c(C)c1Cl	96.0	-1.0	10	103.0	106.0	100.0	-0.4	-46.1	102.0	9	100.0
CC(=O)c1c(C)[nH]c(C(=O)OCc2cccc(Cl)c2)c1C	99.0	22.5	18	96.0	99.0	94.0	4.0	-2.2	95.0	9	96.0
NS(=O)(=O)c1ccc(NC(=S)N2CCN(Cc3ccc4c(c3)OCO4)CC2)cc1	97.0	2.5	9	100.0	103.0	97.0	-0.3	nt	98.0	8	100.0

3 of these compounds, reformatted.
smiles | Rac1 act GTP bind | ABCG2 block | GSH bead fluor | Rac1 wt GTP bind | Rab7 wt modul | Cdc42 wt | ABCB1 block | Pf gametocyte | HRas wt GTP | Avidin fluor | Rab2A wt mod
COc1ccccc1CC(=O)NNC(=O)c1cccs1 | 97.0 | 0.2 | 18 | 98.0 | 105.0 | 96.0 | 0.1 | -7.5 | 99.0 | 15 | 100.0
CCC(C)NC(=O)c1ccccc1NC(=O)COc1ccc(OC)cc1 (stereo not given) | 99.0 | 16.6 | 46 | 107.0 | 100.0 | 101.0 | -0.1 | nt | 104.0 | 7 | 98.0
CC(C)OC(=O)CSc1nnc(-c2ccc(O)cc2)n1Cc1ccccc1 | 97.0 | 3.1 | 13 | 100.0 | 98.0 | 101.0 | 0.9 | 0.8 | 100.0 | 36 | 99.0
